# Vif imaging = HIV Vif inhibition | HEK293T cells, Vif self-association by quenched fluorescence, imaging, 24 h | inhibition, % at 7.49 µM | hit rate 0.35% among 340,000 | AID 602346; in the data active = inhibition above about 50%, passing the limit was not always enough; inconclusive = no clear call, values can overlap the other calls; inactive = below about 31%; note: some results filed as inactive read as strong as hits
# MITF TRPM1 inh = MITF TRPM1 promoter inhibition in SK-MEL-5 cells. hit rate 0.83% among 330,000. inhibition, % at 12.5 µM. SK-MEL-5 TRPM1 promoter luciferase, 24 h;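 active = mean inhibition across replicates of 60% or more, whatever share of single replicates reaches that level; inconclusive = some that reach 60%, reason not given; inactive = mean inhibition across replicates below 60%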; note: values of inactives mirror those of a sister screen read the other way
# KKLEB cytotox = reduces viability of KKLEB cystic fibrosis airway cells | KKLEB CF airway cells viability, ATPlite luminescence, overnight; hits give low values; cells stimulated with P. aeruginosa culture filtrate | activity change (cytotoxicity), % at 5 µM | hit rate 0.36% among 360,000;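 active = corrected activity change at or below -50% at 5 µM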
# CaV13 FRET inh = Primary screen for inhibitors of IQ motif and Ca2+-dependent inactivation inhibitor domain binding in CACNA1D, Förster resonance energy transfer in living cells, …; hit rate 0.098% among 340,000; AID 743397; inhibition, % at 12.3 µM; HEK cells, CFP/YFP FRET ICDI-IQ, plate reader, 10 min; percent FRET-ratio fall versus neutral wells;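 active = mean replicate inhibition of at least 30% and at least 1% of replicates passing that level; inconclusive = only one of the two criteria is met; inactive = neither criterion is met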;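 note: 0% = median of the neutral control wells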
# NR2E3 ag-1 = NR2E3 (human) agonism | Q9Y5X4 | GST-NR2E3/biotin-RetCOR TR-FRET, 1536-well | inhibition of corepressor binding, % at 4.78 µM | hit rate 0.12% among 320,000 | AID 2300;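 active = percent inhibition above the cutoff of mean plus 3 SD of all tested compounds, set per screening campaign, cut at about 20% in these data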;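 note: 0% = DMSO wells and 100% = biotin wells as full block of FRET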
# Target sequence (Q9Y5X4 whole entry, looked up): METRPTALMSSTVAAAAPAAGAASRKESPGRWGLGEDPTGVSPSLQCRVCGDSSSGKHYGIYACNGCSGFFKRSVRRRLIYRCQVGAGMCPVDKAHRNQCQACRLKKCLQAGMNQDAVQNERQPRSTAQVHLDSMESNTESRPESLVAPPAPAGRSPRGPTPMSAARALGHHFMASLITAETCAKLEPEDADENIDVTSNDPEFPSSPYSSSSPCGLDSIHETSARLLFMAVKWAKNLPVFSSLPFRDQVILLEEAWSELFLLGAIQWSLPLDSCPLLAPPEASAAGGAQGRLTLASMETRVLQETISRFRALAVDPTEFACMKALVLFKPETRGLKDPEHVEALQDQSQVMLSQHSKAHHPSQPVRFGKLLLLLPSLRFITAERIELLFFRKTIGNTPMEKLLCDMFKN
#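 Material: NR2E3–RetCOR corepressor complex / Amount: 1.35 nM GST-NR2E3 / Medium: Tris pH 7.5 / Compound: single nominal compound dose of 4.8 µM / Incubation: 5 h at 4 °C / Technique: TR-FRET, Eu(K)-anti-GST donor, streptavidin-D2 acceptor, ex 340, em 617/671 nm / Read-out basis: percent loss of FRET ratio relative to control wells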
# Peg3 prom inh = inhibitors of Peg3 promoter; HeLa PEG-Prom luciferase reporter, luminescence, overnight; inhibition, % at 20 µM; hit rate 1.7% among 360,000;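 active = inhibition of at least 50% at 20 µM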
# HIF-2a block = blocks HIF-2a reporter activity | 786-0 RCC cells HIF-2a reporter, luciferase luminescence, overnight | inhibition, % at 18.8 µM | hit rate 0.72% among 360,000 | AID 624352;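 active = inhibition of the luminescence signal of 40% or more relative to plate controls, in a single-dose primary screen at 18.75 µM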
# NR2E3 ag-2 = agonists of human NR2E3 nuclear receptor; Q9Y5X4; CHO-S Gal4-NCOR/VP16-NR2E3 two-hybrid, luciferase; inhibition of corepressor binding, % at 3.98 µM; hit rate 0.35% among 360,000; AID 602229;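 active = inhibition above the mean of all tested compounds plus 3 SD, cut at about 70% in these data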;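 note: 0% = DMSO with NR2E3 transfected cells and 100% = cells lacking NR2E3 construct; higher means lower luciferase signal from less NR2E3 corepressor binding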
# PDI turbidity = PDI (human) enzyme inhibition; hit rate 0.052% among 350,000; inhibition, % at 10 µM; PDI insulin aggregation turbidity, A650, 90 min; P07237;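 active = mean inhibition across replicates of 30% or more, whatever share of single replicates reach that level; inconclusive = mean inhibition below 30% while every single replicate reaches 30%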;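 note: absorbance from insulin aggregation driven by PDI reduction with DTT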
# Target sequence (P07237 whole entry, looked up): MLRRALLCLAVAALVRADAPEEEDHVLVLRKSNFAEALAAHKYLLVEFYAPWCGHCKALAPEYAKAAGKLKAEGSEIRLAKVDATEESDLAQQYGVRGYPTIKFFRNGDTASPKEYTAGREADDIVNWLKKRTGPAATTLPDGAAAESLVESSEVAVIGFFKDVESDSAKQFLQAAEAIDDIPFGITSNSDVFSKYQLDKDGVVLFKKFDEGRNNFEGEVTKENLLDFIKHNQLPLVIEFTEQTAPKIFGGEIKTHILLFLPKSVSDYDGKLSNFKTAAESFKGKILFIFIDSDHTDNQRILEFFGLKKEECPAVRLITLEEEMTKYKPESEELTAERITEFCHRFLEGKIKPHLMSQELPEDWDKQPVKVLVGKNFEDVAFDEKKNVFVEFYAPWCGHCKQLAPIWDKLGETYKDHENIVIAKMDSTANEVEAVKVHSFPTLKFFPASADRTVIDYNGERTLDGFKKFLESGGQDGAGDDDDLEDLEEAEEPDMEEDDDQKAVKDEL
# Shn3 inh set2 = reduces Shn3 3'UTR luciferase signal in osteoblasts | Clone20 osteoblast Shn3 3'UTR firefly luciferase, 24 h | inhibition, % at 12.5 µM | hit rate 0.52% among 360,000 | AID 588674;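 active = mean inhibition of at least 75% with every replicate also reaching 75%; inconclusive = mean inhibition at least 75% but some replicate below; inactive = mean inhibition below 75%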;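 note: 0% = median of neutral control wells and 100% = pilot-screen positive control compound; some compounds past the cut are filed as inactive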
# CF NFkB inh = cystic fibrosis NF-kB activation inhibition | KKLEB NF-kB-GFP reporter, PAF-induced, GFP fluorescence overnight | inhibition, % at 5 µM | hit rate 0.86% among 360,000 | AID 588850;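 active = at least 50% inhibition at 5 µM, scaled per plate between neutral and stimulator controls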;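 note: PAF is a Pseudomonas aeruginosa culture filtrate used as stimulus; plate controls were PAF-stimulated DMSO wells for no effect and unstimulated DMSO wells for full effect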
# The depositor's hits bear a star; ? = inconclusive; / = no result given.
SMILES,Vif imaging,MITF TRPM1 inh,KKLEB cytotox,CaV13 FRET inh,NR2E3 ag-1,Peg3 prom inh,HIF-2a block,NR2E3 ag-2,PDI turbidity,Shn3 inh set2,CF NFkB inh
Cc1nn(-c2ccccc2)c(C)c1NC(=O)Cc1cccs1,-7,-13,6,8,-1,-41,-17,-22,0,-20,7
CC(=O)Nc1ccc(S(=O)(=O)N2CCN(c3cc(C)ccc3C)CC2)cc1,/,1,15,-3,1,3,2,9,/,15,-8
O=C(Nc1ccc(N2CCOCC2)c(Cl)c1)c1ccco1,7,-58,-2,-5,1,-189,-174,-131,-5,-38,-5
C[C@@H]1CC[C@]2(O[C@H](CCO)C[C@H](O)[C@H]2O)O1,/,5,9,-4,0,-4,2,2,1,-15,-48
O=C(CSCC(=O)Nc1cccc2ccccc12)Nc1cccc2ccccc12,8,14,0,-5,2,16,7,-10,-3,-18,11
CC(=O)N1CC2(C)CN(C(C)=O)CC(C)(C1)C2,?,3,0,-4,4,10,17,-16,3,-39,14
Cc1ccc(N(C(=O)c2ccc(CN3CCOCC3)o2)C(C(=O)NCCC(C)C)c2cccs2)c(C)c1 (configuration not stated),5,9,-6,-4,0,18,11,6,3,1,13
Cc1cc(/C=C2\SC(=O)NC2=O)c(C)n1-c1ccc(N2CCOCC2)cc1,4,-4,-6,-4,-3,-12,-11,-12,10,19,8
Cc1cc(O)c(C(C)C)cc1N=Cc1ccccc1[N+](=O)[O-],6,8,-12,-6,/,14,3,-17,-4,1,30
Cc1ccc(OCCN2CCN(C)CC2)c([N+](=O)[O-])c1,4,-3,6,-4,-2,4,12,-13,19,9,-5
CCOc1ccccc1Nc1ccc(C(=O)O)cc1NC(C)=O,3,5,0,-5,-1,7,6,0,-16,8,7
O=C(O)COc1ccc2oc3ccccc3c2c1,-12,15,5,6,5,14,53*,-11,-8,12,-3
COc1ccc(-n2nnnc2C(c2ccnc3ccccc23)N2CCN(C/C=C/c3ccccc3)CC2)cc1 (configuration not stated),3,/,-8,/,/,9,-9,-19,/,70,2
CCOC(=O)CSc1nc(C)c2cccc(C)c2n1,-5,-1,4,0,-1,23,7,-1,-3,-39,-1
CCOC(=O)C1=C(CN2CCSCC2)NC(=O)NC1c1ccc2c(c1)OCO2 (configuration not stated),-1,-2,-2,-15,-1,18,23,-4,-7,-3,-5
COc1ccc(C(=O)OCCCc2cc3ccccc3c(=O)o2)cc1,-2,-3,14,-11,-1,-3,-2,-2,-2,7,3
O=C(c1ccccc1)N1CCCC(c2ccc(Cl)cc2)=N1,-7,-1,4,-7,4,-59,23,-2,-2,23,-40
O=C(NCCCc1ccccc1)c1ccc(CS(=O)Cc2ccc(Cl)cc2)o1 (configuration not stated),-4,-4,-5,-7,-1,22,10,-3,0,14,6
Cc1nnsc1C(=O)Nc1ccccc1Cl,0,-1,-15,-2,-5,-7,14,0,1,-20,7
Cn1cc(S(=O)(=O)N2CCCC2)cc1C(=O)NCCc1ccccc1,4,/,9,-8,-2,2,-18,-14,/,-3,-2
c1ccc(-c2csc(-n3cnnn3)n2)cc1,?,-1,6,-8,-3,4,-16,7,-2,0,-12
CC(C)Cn1c(N)c(C(=O)CCl)c(=O)n(C)c1=O,1,30,-6,-12,-4,17,19,-25,0,-18,9
CSc1nnc(C)c(=O)n1COC(=O)COc1ccc(F)cc1,5,2,-11,-3,2,9,12,8,-2,/,3
O=C(c1ccc(-c2ccc(Cl)cc2)o1)N1CCN(c2ccc([N+](=O)[O-])cc2Cl)CC1,-7,6,-5,-7,0,2,0,9,2,?,8
COc1cc(/C=C2/C(=O)N(c3cccc(Br)c3)N=C2C)cc(OC)c1O,-32,-9,1,-5,7,26,13,-43,8,7,-14

# As entered above:
# Reading of Cc1nn(-c2ccccc2)c(C)c1NC(=O)Cc1cccs1 under CaV13 FRET inh: 8
# Reading of CSc1nnc(C)c(=O)n1COC(=O)COc1ccc(F)cc1 under Vif imaging: 5

# Ten entries from above, set out differently.
# Screens in order – Vif imaging	MITF TRPM1 inh	KKLEB cytotox	CaV13 FRET inh	NR2E3 ag-1	Peg3 prom inh	HIF-2a block	NR2E3 ag-2	PDI turbidity	Shn3 inh set2	CF NFkB inh
COc1ccc(C(=O)OCCCc2cc3ccccc3c(=O)o2)cc1
    -2	-3	14	-11	-1	-3	-2	-2	-2	7	3
O=C(c1ccccc1)N1CCCC(c2ccc(Cl)cc2)=N1
    -7	-1	4	-7	4	-59	23	-2	-2	23	-40
O=C(NCCCc1ccccc1)c1ccc(CS(=O)Cc2ccc(Cl)cc2)o1 (configuration not stated)
    -4	-4	-5	-7	-1	22	10	-3	0	14	6
Cc1nnsc1C(=O)Nc1ccccc1Cl
    0	-1	-15	-2	-5	-7	14	0	1	-20	7
Cn1cc(S(=O)(=O)N2CCCC2)cc1C(=O)NCCc1ccccc1
    4	/	9	-8	-2	2	-18	-14	/	-3	-2
c1ccc(-c2csc(-n3cnnn3)n2)cc1
    ?	-1	6	-8	-3	4	-16	7	-2	0	-12
CC(C)Cn1c(N)c(C(=O)CCl)c(=O)n(C)c1=O
    1	30	-6	-12	-4	17	19	-25	0	-18	9
CSc1nnc(C)c(=O)n1COC(=O)COc1ccc(F)cc1
    5	2	-11	-3	2	9	12	8	-2	/	3
O=C(c1ccc(-c2ccc(Cl)cc2)o1)N1CCN(c2ccc([N+](=O)[O-])cc2Cl)CC1
    -7	6	-5	-7	0	2	0	9	2	?	8
COc1cc(/C=C2/C(=O)N(c3cccc(Br)c3)N=C2C)cc(OC)c1O
    -32	-9	1	-5	7	26	13	-43	8	7	-14

# Continuation.
SMILES,Vif imaging,MITF TRPM1 inh,KKLEB cytotox,CaV13 FRET inh,NR2E3 ag-1,Peg3 prom inh,HIF-2a block,NR2E3 ag-2,PDI turbidity,Shn3 inh set2,CF NFkB inh
CN(C)c1ncnc2c1ncn2[C@H]1CN(Cc2cccs2)C[C@@H](CO)O1,18,/,2,3,/,9,16,-40,10,-21,32
COc1ccc(CN(CC(=O)NCCc2ccccc2)C(=O)CCC(=O)Nc2cc(C)ccn2)cc1,20,/,4,-3,3,5,6,-3,-4,24,-7
CC(=O)C1=C(O)C(=O)N(c2ccc(S(N)(=O)=O)cc2)C1c1ccc([N+](=O)[O-])cc1 (configuration not stated),-4,-9,6,/,3,5,23,-4,-3,-3,-2
O=C(NNC(=S)NCc1ccco1)c1ccccc1Br,-1,6,-5,-6,1,12,-35,47,-4,2,-5
COCCCNC(=S)Nc1ccc2nc3n(c(=O)c2c1)CCCCC3,0,-12,-1,-7,3,7,-9,-6,-2,10,-14
O=C(NC1CCCC1)c1ccccc1-c1ccccc1,/,7,-9,-1,1,12,14,5,2,1,12
COc1ccc(CNC(=O)CN(c2ccccc2)S(=O)(=O)c2ccccc2[N+](=O)[O-])cc1,-10,13,-6,2,2,8,15,8,-6,2,-12
Cc1n[nH]c2ccc(Br)cc2c1=O,-2,/,-6,-9,/,13,-2,8,3,2,16
CN(CC(=O)O)S(=O)(=O)c1ccc2c(c1)n(C)c(=O)c(=O)n2C,-15,-7,8,-5,2,10,10,0,-2,-7,3
CC1(C)OC(=O)C(=CNc2ccccn2)C(=O)O1,/,-2,-3,-21,-5,2,27,3,-8,-11,16
CCC(C)NCCC(=O)Nc1ccc(Cl)c(S(=O)(=O)Nc2ccc(Cl)cc2)c1 (configuration not stated),1,-9,-13,-4,3,1,14,16,-2,18,8
O=C1C(c2ccccc2)NC(=S)N1C1CCCCC1 (configuration not stated),-2,-4,-5,-4,-1,-8,4,-20,0,-13,-1
CCOc1ccc(NC(=O)CSc2ncc(-c3ccc(F)cc3)n2Cc2ccco2)cc1,-7,8,-2,7,6,11,14,7,7,19,-4
COC(=O)C(/C=N/O)NC(=O)c1ccccc1 (configuration not stated),8,-12,0,-6,5,3,12,-6,-5,-6,1
O=C(CCCn1ncn2c(cc3occc32)c1=O)NCc1cccc(Cl)c1,-3,6,-5,-3,0,18,-4,-9,5,-3,4
CCOc1cc(N2CCOCC2)c(OCC)cc1NC(=O)COC(=O)CCn1c(C)csc1=O,-8,-9,-5,-6,-2,-7,5,-5,1,12,23
C[C@@H]1CN([C@@H](C)CO)C(=O)c2cccc(NC(=O)C3CCCCC3)c2O[C@@H]1CN(C)Cc1ccc(Cl)c(Cl)c1,8,11,-13,-2,/,10,16,-20,3,16,20
CN(C)S(=O)(=O)c1ccc(N2CCCC2)c(C(=O)NCc2ccccc2)c1,-1,-10,8,/,-1,12,15,1,-3,-47,9
COc1ccc(S(=O)(=O)N2CCOC2CNC(=O)C(=O)NCCc2c[nH]c3ccccc23)cc1C (configuration not stated),2,14,11,-9,1,17,18,14,/,41,-23
C/C(=N\NC(=O)c1cccc(Br)c1)c1cccnc1,-6,-8,-6,/,/,1,-1,-38,6,-27,13
CC1CCCCC12NC(=O)N(CC(=O)NCCc1c[nH]c3ccccc13)C2=O (configuration not stated),-2,-3,-1,-2,-1,18,-1,5,-2,7,-9
O=c1[nH]c2cc3c(cc2cc1CN(Cc1cccnc1)C(=S)NCc1ccco1)OCO3,-3,-3,3,-5,1,-3,14,-19,-6,6,-3
CCOC(=O)C1=C(C)NC2=C(C(=O)c3ccccc32)C1c1ccc([N+](=O)[O-])o1 (configuration not stated),-10,5,-1,-2,-1,15,-4,-16,-2,5,15
CC1(C)Cc2c(sc(NC(=O)COc3ccccc3)c2C#N)C(C)(C)N1,0,-4,-1,3,1,8,6,-8,-2,4,3
O=C(C(Cl)c1ccccc1)N1CCOCC1 (configuration not stated),-5,2,-12,-3,-4,-1,-6,-6,11,-34,-13
CN(C(=O)COC(=O)c1ccc(Cl)c(S(=O)(=O)N2CCCCCC2)c1)C1CCS(=O)(=O)C1 (configuration not stated),-13,14,-5,-2,/,21,10,-7,-3,7,11
Cc1ccc(NC(=O)C2CCN(S(=O)(=O)c3cccs3)CC2)cc1,4,-2,8,-3,-2,2,-1,-27,5,-3,-7
CCn1c(SCC(=O)c2ccccc2)nnc1-c1cccnc1,?,9,2,-2,4,-27,-20,-27,-11,-15,-1

# Source: PubChem (several laboratories)

# Outcome played no part in choosing rows; 3.3% or so of the library scored in one or more.
